# Source: PubChem BioAssay
# TEAD-YAP block: TEAD-YAP interaction inhibition, primary screen, TEAD-YAP interaction inhibitor project, luminescence, HEK-TIYL cells; TEAD-Gal4/YAP UAS-luciferase luminescence; inhibition, % at 9.12 µM; 640,000 compounds, 1.4% hits; AID 1259422, 2018; in the data active = inhibition above about 32%;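 note: 0% = median of test compound wells and 100% = reference inhibitor wells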
# FBW7 act: FBW7 E3 ligase activators, primary screen, biochemical, AlphaScreen, human; AlphaScreen FBW7–phospho-cyclin E peptide binding, activator screen; 650,000 compounds, 0.13% hits; F-box/WD repeat-containing protein 7 (Homo sapiens), Q969H0; normalized activity (activation), % at 26.1 µM; in the data active = normalized activity above about 1.9%;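 note: purified mutant Fbw7 with reduced substrate affinity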
# GPR151 activ: activators of human GPR151, primary screen, cell-based, PathHunter beta-arrestin, luminescence | G-protein coupled receptor 151 (Homo sapiens), Q8TDV0 | PathHunter beta-arrestin GPR151 cells | activation, % at 11.2 µM | 650,000 compounds, 1% hits | AID 1508602, 2020; in the data active = activation above about 4.9%;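 note: 0% = median of compound wells and 100% = cells with positive control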
# Target sequence (Q8TDV0 whole entry, looked up): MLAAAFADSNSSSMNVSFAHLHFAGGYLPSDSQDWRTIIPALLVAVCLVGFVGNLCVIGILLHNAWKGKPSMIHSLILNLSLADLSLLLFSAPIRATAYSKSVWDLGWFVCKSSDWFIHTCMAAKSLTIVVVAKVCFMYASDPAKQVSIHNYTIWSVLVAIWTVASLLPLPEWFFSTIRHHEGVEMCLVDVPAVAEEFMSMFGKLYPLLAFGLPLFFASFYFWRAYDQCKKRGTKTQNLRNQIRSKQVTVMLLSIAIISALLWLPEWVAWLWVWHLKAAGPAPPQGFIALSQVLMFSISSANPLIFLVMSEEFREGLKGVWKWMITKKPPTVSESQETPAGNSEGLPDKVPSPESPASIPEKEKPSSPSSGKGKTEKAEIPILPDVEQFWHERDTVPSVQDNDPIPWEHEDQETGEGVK
# MITF primary: MITF inhibitors, primary screen, biochemical, AlphaScreen, human; inhibition, % at 2.6 µM; Microphthalmia-associated transcription factor (Homo sapiens), O75030; AlphaScreen MITF homodimerization, bead proximity signal; 650,000 compounds, 0.91% hits; in the data active = inhibition above about 50%;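 note: 0% = vehicle wells with protein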
# Target sequence (O75030 whole entry, looked up): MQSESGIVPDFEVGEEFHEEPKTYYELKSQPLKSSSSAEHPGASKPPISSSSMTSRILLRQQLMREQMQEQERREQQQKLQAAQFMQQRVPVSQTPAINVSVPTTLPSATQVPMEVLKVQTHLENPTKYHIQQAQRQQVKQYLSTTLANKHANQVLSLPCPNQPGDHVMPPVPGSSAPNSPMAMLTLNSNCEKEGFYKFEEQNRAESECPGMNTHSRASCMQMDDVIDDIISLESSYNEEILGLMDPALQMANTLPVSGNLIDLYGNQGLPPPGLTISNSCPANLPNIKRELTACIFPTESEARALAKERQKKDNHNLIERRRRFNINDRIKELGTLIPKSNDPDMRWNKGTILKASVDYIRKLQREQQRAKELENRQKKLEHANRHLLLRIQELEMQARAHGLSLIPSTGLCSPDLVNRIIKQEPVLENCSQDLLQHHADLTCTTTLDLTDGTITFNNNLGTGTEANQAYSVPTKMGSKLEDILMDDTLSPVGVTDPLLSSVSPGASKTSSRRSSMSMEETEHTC
# Starred values were filed as active, the others as inactive; & = joins results of further samples.
canonical_smiles	TEAD-YAP block	FBW7 act	GPR151 activ	MITF primary
COc1ccc(OC)c(NC(=O)CSc2nc(NCc3ccccc3)c3ccccc3n2)c1	-12.0	0.0	0.0	6.8
O=C(CCOc1ccccc1)Nc1ccnn1C1CCN(C(=O)C2=CCCCC2)CC1	-15.9	0.0	-0.6	3.1
CC(C)(O)C#Cc1ccc(CN2CCCC(CNC(=O)c3cccnc3)C2)s1 (configuration not stated)	1.8	0.1	2.8	9.9
COc1ccc(/C=C2\Oc3c(ccc(O)c3CN3CCN(CCO)CC3)C2=O)cc1OC	-12.9	-0.1	-0.1	4.4
CN(C)c1cccc(Nc2ccc(-n3cc(CC(=O)NCc4ccccc4)c4ccccc43)nn2)c1	-12.0	0.1	-1.3	12.4
COc1ccc2c(c1)c(C(C)=O)c(C)n2-c1cccc(Br)c1	-8.1	0.0	-0.4	8.1
COc1ccc([N+](=O)[O-])cc1S(=O)(=O)Nc1ccc(N(C)C)cc1	-2.7	0.0	-0.2	-2.2
CC(=O)c1c(C)n(OCc2ccccc2)c2ccc3nonc3c12	0.0	0.0	0.0	2.7
COC(=O)c1c(C)oc2ccc(OCc3ccccc3)cc12	5.3	0.1	-1.1	11.9
CCn1cc(C(=O)N(C)c2ccc(OC)cc2OC)c2cc(OC)c(OC)cc2c1=O	-12.6	0.1	0.9	-14.2
Cc1c(C(=O)N2CCN(c3ccc(F)cc3)CC2)cccc1[N+](=O)[O-]	-8.1	0.0	0.3	0.0
Cc1ccc(OCC(O)Cn2c(CO)nc3ccccc32)cc1 (configuration not stated)	-8.4	-0.1	-0.6	-8.2
COc1ccc(C)cc1N(C)C(=O)NCc1noc2ccccc12	4.5	0.5	-1.4	10.6
CCc1ccc(S(=O)(=O)NCCOc2ccc(F)cc2)cc1	11.5	-0.1	1.5	9.7
CCOc1ccc(/C(O)=C2\C(=O)C(=O)N(c3nnc(C)s3)C2c2cccc(Oc3ccccc3)c2)cc1 (configuration not stated)	10.1	0.0	-0.1	23.9
CCC(C)NC(=O)C1c2ccccc2C(=O)N1CCc1ccc(C)cc1 (configuration not stated)	1.6	-0.1	-2.3	2.8
CC1=NN(c2ccccc2)C(=O)C1/C=C1\SC(=O)NC1=O (configuration not stated)	13.7	0.0	0.4	13.7
Cc1ccc(C(=O)N/N=C\c2cccn2C)cn1	-18.3	-0.1	-0.7	2.6
COc1ccccc1C(=O)Nn1c(-c2cccc([N+](=O)[O-])c2)nc2ccccc2c1=O	-11.3	0.1	0.3	-2.8
COc1ccc([N+](=O)[O-])cc1C1N(c2ccc(C)cc2)CCN1c1ccc(C)cc1	5.0	-0.1	-0.8	-1.1
CC(NC(=O)Nc1ncccn1)(C(F)(F)F)C(F)(F)F	5.7	0.6	0.5	10.8
CN1CCC(Nc2ccc3c(c2)CCN3S(C)(=O)=O)CC1	9.3	0.1	-1.6	13.5
Cc1c(Br)c([N+](=O)[O-])nn1C(C)C(=O)N1CCOCC1 (configuration not stated)	0.8	0.0	-1.1	13.9
CC(C)(C)NC(=O)CCN1C(=O)c2ccccc2C1=O	5.8	0.0	-0.3	-11.6
CCn1nnc(NC(=O)c2cccc(F)c2)n1	-20.5	0.0	-2.4	10.6

# More results.
canonical_smiles	TEAD-YAP block	FBW7 act	GPR151 activ	MITF primary
Cc1cc(C)c2c(=O)[nH]c(SCc3ccccc3)nc2n1	-5.7	0.0	0.5	-2.1
CC(Oc1ccc(C(C)(C)C)cc1)C(=O)NC1CCS(=O)(=O)C1 (configuration not stated)	2.5	-0.1	5.2*	-13.2
COCCCN(CC(=O)O)S(=O)(=O)c1cccc(Cl)c1	1.0	0.0	0.1	9.1
O=C(Nc1ccc(Oc2ccccc2)cc1)C1C2C=CC3(O2)C1C(=O)N(CCN1CCCCC1)C3C(=O)NC1CCCCC1 (configuration not stated)	3.1	-0.1	0.2	-5.9
N#C/C(=C/c1cn(CC(N)=O)c2ccccc12)c1cccc(Cl)c1	5.0	0.5	0.8	3.1
COc1ccc(S(=O)(=O)Nc2cc(C(C)C)c(O)c(C(C)C)c2)cc1	7.1	0.1	-0.7	-4.5
CCCOc1ccc(C(CC(=O)O)NC(=O)c2cccc(Cl)c2)cc1 (configuration not stated)	0.6	-0.1	0.1	4.2
CCOC(=O)c1c(NC(C)=O)sc2c1CCN(C(=O)OCC)C2	5.9	-0.1	-0.6	7.3
S=c1[nH]nc(-c2cccnc2)n1/N=C/c1ccccc1Br	-0.3	0.0	1.8	5.2
COc1ccc(C2c3c([nH][nH]c3=O)CC(C)(O)C2C(=O)OCc2ccccc2)cc1OC (configuration not stated)	-7.4	-0.1	2.1	-0.9
O=C(O)c1cnc(-c2ccccc2)nc1	-6.0	0.1	3.5	-5.2
CCc1ccc(-c2nn(-c3cc(Cl)ccc3[N+](=O)[O-])c(=O)c3ccccc23)cc1	15.3	0.0	-0.8	-1.9
CCNc1nnc(-c2ccncc2)s1	-3.6	0.3	-1.3	4.0
Cc1ccc(-c2cncc(-c3cc(Nc4ncccn4)nc(C)n3)c2)cc1	0.6	0.1	-1.3	42.2
Cc1sc2nc(SCC(=O)Nc3ccc4c(c3)OCO4)[nH]c(=O)c2c1C	1.6	-0.1	1.4	-1.8
CN(Cc1ccon1)C(=O)CC1C(=O)NCCN1Cc1ccccc1C(F)(F)F (configuration not stated)	10.8	0.1	1.4	7.3
COc1ccc(CC(=O)N(Cc2nc(-c3ccc(C)cc3)no2)C(C)C)cc1	-7.7	-0.2	-0.2	-8.0
CC1CCCN(S(=O)(=O)c2coc(C(N)=O)c2)C1 (configuration not stated)	3.9	-0.2	2.7	-12.4
NC1=NC(=O)/C(=C2/C(=O)N(Cc3ccccc3)c3ccccc32)S1	-6.3	0.0	0.3	-7.8
CCCNc1nc(-c2ccc(OC)nc2)nc2c1ncn2CCN1CCCC1=O	-2.2	0.3	-1.1	11.9
Nc1ccc(S(=O)(=O)O)c2cccc(S(=O)(=O)O)c12	-2.6	0.4	0.6	-30.0
CCCNc1nc(NC2CCC(O)CC2)nc2c1ncn2Cc1ccc(C(F)(F)F)cc1 (configuration not stated)	-4.4	0.2	1.9	11.0
COc1cc(OC)cc(C(=O)NCCOCc2ccccc2)c1	-0.8	-0.1	1.7	-4.5
CC(C)n1cnc2c(NCc3cccnc3)nc(N3CCN(c4ccccn4)CC3)nc21	-2.0	-0.2	-0.6	3.0
CC(C)n1c(-c2cccc(N)c2)nc2c(NC3CCN(Cc4ccccc4)CC3)ncnc21	5.1	0.1	0.6	10.7

# The list goes on:
canonical_smiles	TEAD-YAP block	FBW7 act	GPR151 activ	MITF primary
Fc1ccccc1CNCCN1CCOCC1	3.6	-0.1	-0.5	0.4
O=C(NC1CCCC1)C(c1cccs1)N(C(=O)c1csnn1)C1CC1 (configuration not stated)	9.8	0.1	-0.7	16.1
CCc1cc2cc3c(cc2nc1SCC(=O)NNC(C)=O)OCO3	-4.4	0.1	0.7	9.1
COc1ccccc1/C=C1\C(=O)ON=C1c1ccccc1	-72.9	-0.3	0.8	70.4*
c1cnc2ccc(Nc3cc(NCCN4CCOCC4)ncn3)cc2c1	-6.3	-0.1	-0.6	-6.8
Cc1ccccc1NC(=O)CCC(=O)N/N=C/c1ccc(F)cc1	6.9	0.1	-1.2	-1.5
O=S(=O)(/N=C(/c1ccccc1)N1CCCCC1)c1ccccc1	-4.5	0.7	0.2	2.9
O=C(NCC1CCC2(CCN(Cc3ccccc3-c3ccco3)CC2)O1)C1CCOCC1 (configuration not stated)	-8.4	0.0	1.7	1.1
CC(Oc1ccccc1)C(=O)Nc1ncc(Cc2ccccc2)s1 (configuration not stated)	42.4*	0.1	-0.8	-0.3
CNc1oc(-c2ccccc2C)nc1C#N	-1.4	0.0	0.0	20.9
CCN(CC)C1CCN(C(=O)c2ccc(OC3CCN(CCc4ccccc4)CC3)cc2)C1 (configuration not stated)	-7.6	-0.2	1.5	-0.5
CC1(C)CC23C(=O)CCC(O)C2(C)CCC13 (configuration not stated)	4.6&0.9	-0.1&0.1	0.9&0.9	17.1&-17.1
COc1ccc(OCc2cc(C(=O)N[C@H]3CCCCNC3=O)no2)c(Cl)c1	-47.1	-0.1	5.0*	0.5
COc1ccc(OC)c(NC(=S)NCc2cccnc2)c1	9.6	0.1	1.7	6.6
COCCNC(=O)Cn1ncc2cccn2c1=O	-3.7	0.1	-1.7	6.4
COc1ccc(C2(CC(=O)N3CCSCC3)CC(=O)N(C)C2=O)cc1 (configuration not stated)	-64.8	-0.1	-1.5	-8.6
Cc1ccc(S(=O)(=O)Nc2ccc3oc4c(c3c2)CCCC4)c(C)c1	-3.9	0.1	0.6	-5.9
COc1cc(C(C#N)N2CCCCCC2)ccc1O (configuration not stated)	0.9	0.1	-0.8	-7.8
C=C(C)CN1C(=O)NC(CC)(C2CCN(C(=O)c3ccc(OC)cc3)CC2)C1=O (configuration not stated)	2.4	0.5	1.9	17.4
CCOC(CCNC(=O)Cc1c(C(=O)O)[nH]c2ccc(Cl)cc12)OCC	5.6	0.4	-0.8	17.6
COC(=O)c1nc2n(n1)C(c1ccc(OC)cc1)C(C(=O)Nc1ccccc1OC)=C(C)N2 (configuration not stated)	7.8	0.3	-0.8	19.6
CCOc1ccc(NC(=O)CSC2=NS(=O)(=O)c3ccccc32)cc1	11.4	-0.1	-0.2	-13.9
CCC(/C=N/Nc1ccc(S(=O)(=O)N2CCCC2)cc1[N+](=O)[O-])CC	-4.4	-0.1	-0.8	-1.6
CCOC(=O)c1c(N)n(C(C)CO)c2nc3ccccc3nc12 (configuration not stated)	14.1	0.1	0.3	53.0*
COc1ccc(C(=O)COc2ccc3ccc(=O)oc3c2)cc1	-1.0	-0.1	-1.7	-1.7

# Arranged by count of non-hydrogen atoms (ascending): some entries from above.
canonical_smiles	TEAD-YAP block	FBW7 act	GPR151 activ	MITF primary
CNc1oc(-c2ccccc2C)nc1C#N	-1.4	0.0	0.0	20.9
Cc1ccccc1NC(=O)CCC(=O)N/N=C/c1ccc(F)cc1	6.9	0.1	-1.2	-1.5
COc1ccc(OCc2cc(C(=O)N[C@H]3CCCCNC3=O)no2)c(Cl)c1	-47.1	-0.1	5.0*	0.5

# Later entries
canonical_smiles	TEAD-YAP block	FBW7 act	GPR151 activ	MITF primary
O=C1c2cccc3cc([N+](=O)[O-])cc(c23)C(=O)N1c1cccc(Cl)c1	12.9	0.4	-0.1	2.5
O=C(CNC(=O)c1ccc(Br)o1)NNC(=O)c1n[nH]c(=O)c2ccccc12	1.1	-0.1	-0.7	-3.2
O=C(NCc1cccc(Cl)c1)c1ccc2c(=O)n(-c3ccccc3)c(SCc3cccc([N+](=O)[O-])c3)nc2c1	6.3	-0.1	-0.3	12.7
N#Cc1c(N)nc2c(c1-c1ccc3c(c1)OCO3)CCCCC2	-2.5	0.5	0.4	11.7
O=C1C2CCCCC2C(=O)N1CNc1ccc(F)cc1 (configuration not stated)	-1.5	0.0	0.5	-3.4
CC1(C)COCN1C(=O)c1ccc(Cl)c(Cl)c1	5.0	0.7	-0.5	3.8
O=C(c1c(F)cccc1F)N1CCN(c2ccc(Cl)cc2)CC1	2.9	0.0	0.2	-6.2
CC(=O)N1CCN(Cc2ccc3c(c2)CN(C(=O)C2CC(=O)N(C(C)C)C2)CCO3)CC1 (configuration not stated)	-41.2	-0.1	0.0	-9.0
Cc1cccc(C(=O)Nc2sc3c(c2C(=O)N(C)C)CCC3)c1	-4.0	0.8	0.4	16.7
COc1cccc(CNc2nc3ccccc3c3nc(-c4ccncc4)nn23)c1	4.3	0.0	-0.8	2.6
CCN(CC)c1ccc(/C=N/Nc2nnnn2-c2ccccc2)cc1	18.2	0.3	1.6	2.5
CCN(CC(=O)NCc1ccc(F)cc1)C(=S)Nc1cccc(OC)c1	3.5	0.0	0.9	2.6
COC(=O)c1ccc(CC2(C)C(=O)Nc3ccc(-c4ccccc4OC)cc32)o1 (configuration not stated)	-0.3	0.4	-0.7	31.3
CCN(CC)Cc1ccc(C(=O)NN)cc1	-8.4	0.1	-0.3	14.6
CCOc1cccc2cc(C(N)=O)c(=Nc3ccc(-c4ccccc4)cc3)oc12	-14.8	-0.1	0.2	3.3
Cc1cc(NCCN)nc(-c2ccccc2O)n1	-8.9	-0.1	-1.4	0.6
O=C(CCOc1ccccc1)Nc1ncc(S(=O)(=O)c2ccc([N+](=O)[O-])cc2)s1	-1.6	1.0	0.4	6.3
CCOC(=O)c1ccc(OCC2c3cc(OC)c(OC)cc3CCN2C(=O)/C=C/c2ccc(OC)c(OC)c2)cc1 (configuration not stated)	8.1	1.1	-1.3	9.3
Cc1c(C(=O)NCc2ccc(F)cc2)sc2ncn(CC(=O)N3CCCCC3C)c(=O)c12 (configuration not stated)	-8.9	1.5	0.9	11.8
Cn1nccc1Nc1nc(NCCN2CCOCC2)c2ncn(-c3ccccc3)c2n1	8.8	0.0	0.5	14.1
CCn1c(=O)c2sccc2n2c(CCCC(=O)Nc3cc(OC)ccc3OC)nnc12	-8.9	-0.1	-1.1	2.6
O=C(O)CC(Cn1[nH]nnc1=S)c1ccccc1 (configuration not stated)	4.1	0.2	-0.4	19.1
